# Screening results from PubChem.
# Wnt act – activates Wnt/beta-catenin signaling in a reporter cell assay; activator, plate reader; activation, % at 9.35 µM; 1.2% of 300,000 active; AID 743398; in the data active means activation above about 30%, passing the limit was not always enough;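 further: 0% = neutral control wells and 100% = positive control wells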
# MOR-DOR ag – OPRM1-OPRD1 heterodimerization agonism; 0.3% of 340,000 active; AID 504326; activation, % at 9.3 µM; P35372+P41143; cells, luminescence; in the data active means activation above about 18%;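 further: 0% = vehicle-treated cells and 100% = reference agonist; values of inactives mirror those of a sister screen read the other way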
# Keap1-Nrf2 PPI – Keap1-Nrf2 (human) interaction inhibition | Q14145 | Keap1 Kelch-Nrf2 peptide fluorescence polarization, 1536-well | inhibition, % at 9.4 µM | 0.15% of 340,000 active | AID 504523; in the data active means inhibition above about 12%;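 further: human Keap1 Kelch domain with fluorescein labeled Nrf2 9mer peptide probe; 0% = neutral control wells and 100% = peptide positive control; higher means more block of Keap1 binding to Nrf2 peptide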
# Cardiac RTF inh – cardiac RTF calcium desensitization. 0.12% of 340,000 active. IANBD-labeled cardiac RTF, Ca2+ fluorescence. P19429+P45379. inhibition, % at 7.15 µM;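 active means inhibition above the mean inhibition of all tested compounds plus 3 SD, cut at about 17% in these data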;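 further: assay run at fixed EC70 calcium of 1.6 mM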
# Arrestin-AP2 inh – blocks beta-arrestin peptide binding to AP2 adaptin. 0.31% of 340,000 active. inhibition, % at 10 µM. AID 504490. FITC-arrestin peptide / GST-AP2 beads, flow cytometry; AP2 beta2 appendage carries R879A mutation;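 active means inhibition above a set limit, near 3 SD of compounds lacking own fluorescence, cut at about 54% in these data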;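 further: plate controls were DMSO wells for no effect and 5 µM unlabelled arrestin peptide for full effect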
#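 System: GST-tagged AP2 beta2-adaptin appendage (R879A) on 4 µm glutathione beads / Reagent: FITC-arrestin peptide, 50 nM / Detection: HyperCyt-sampled flow cytometry, FL1 channel, ex 488/em 535 nm / Timing: 12 min plus 1 h, RT / Buffer or medium: PBS plus Tween 20 (0.05%) and BSA (0.1%)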
# V-ATPase pH – alters yeast V-ATPase proton transport; AID 504577; S. cerevisiae, pHLuorin cytosolic pH fluorescence; response, % at 10 µM; 0.37% of 350,000 active; in the data active means response mostly above about 7.3%, no sharp cut-off; inactive means mostly below about 5.4%; further: actives read high; inactives centre near 0; some compounds called inactive have numbers as strong as hits; reference of the scale not given here
# LANA DNA inh – KSHV C-LANA DNA binding inhibition | inhibition, % at 9 µM | MBP-C-LANA/FAM-LBS DNA binding, fluorescence polarization | AID 504423 | 0.078% of 340,000 active;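 active means highest replicate inhibition at or above 60% at 9 µM, even if other replicates fall short; inactive means all replicates below 60% inhibition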;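 further: 0% = neutral control wells and 100% = 4 µM acridine orange control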
# MOR-DOR inv ag – inverse agonists of human mu-delta opioid receptor heterodimerization; cell-based MOR-DOR heterodimer luminescence, inverse agonism; inhibition, % at 9.3 µM; 0.21% of 340,000 active; AID 504357; in the data active means inhibition above about 22%, passing the limit was not always enough;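 further: 0% = cells with DMSO and 100% = wells without cells with DMSO; values of inactives mirror those of a sister screen read the other way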
# cardiac RTF act – cardiac RTF calcium sensitization | P19429+P45379 | IANBD-labeled TnC RTF fluorescence at EC20 calcium; 0% EC20 calcium, 100% full calcium | activation, % at 7.2 µM | 0.24% of 340,000 active | AID 493008;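 active means activation above the mean over all tested compounds plus 3 SD, cut at about 30% in these data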;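 further: rise in fluorescence read as greater calcium sensitivity of cardiac thin filaments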
# Pemphigus Ab inh – inhibitors of pemphigus antibody binding to human desmoglein-3; AID 588358; 0.48% of 310,000 active; binding (percent of control), % at 10 µM; P32926; DSG3-coupled beads, scFv-anti-DSG3-GFP binding, flow cytometry; hits give low values;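 active means binding more than 3 SD below its plate's average and above zero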;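 further: hits lower antibody fragment binding to DSG3; some compounds called inactive have numbers as strong as hits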
# Target sequence (P32926 whole entry, looked up, the tested form may be a part): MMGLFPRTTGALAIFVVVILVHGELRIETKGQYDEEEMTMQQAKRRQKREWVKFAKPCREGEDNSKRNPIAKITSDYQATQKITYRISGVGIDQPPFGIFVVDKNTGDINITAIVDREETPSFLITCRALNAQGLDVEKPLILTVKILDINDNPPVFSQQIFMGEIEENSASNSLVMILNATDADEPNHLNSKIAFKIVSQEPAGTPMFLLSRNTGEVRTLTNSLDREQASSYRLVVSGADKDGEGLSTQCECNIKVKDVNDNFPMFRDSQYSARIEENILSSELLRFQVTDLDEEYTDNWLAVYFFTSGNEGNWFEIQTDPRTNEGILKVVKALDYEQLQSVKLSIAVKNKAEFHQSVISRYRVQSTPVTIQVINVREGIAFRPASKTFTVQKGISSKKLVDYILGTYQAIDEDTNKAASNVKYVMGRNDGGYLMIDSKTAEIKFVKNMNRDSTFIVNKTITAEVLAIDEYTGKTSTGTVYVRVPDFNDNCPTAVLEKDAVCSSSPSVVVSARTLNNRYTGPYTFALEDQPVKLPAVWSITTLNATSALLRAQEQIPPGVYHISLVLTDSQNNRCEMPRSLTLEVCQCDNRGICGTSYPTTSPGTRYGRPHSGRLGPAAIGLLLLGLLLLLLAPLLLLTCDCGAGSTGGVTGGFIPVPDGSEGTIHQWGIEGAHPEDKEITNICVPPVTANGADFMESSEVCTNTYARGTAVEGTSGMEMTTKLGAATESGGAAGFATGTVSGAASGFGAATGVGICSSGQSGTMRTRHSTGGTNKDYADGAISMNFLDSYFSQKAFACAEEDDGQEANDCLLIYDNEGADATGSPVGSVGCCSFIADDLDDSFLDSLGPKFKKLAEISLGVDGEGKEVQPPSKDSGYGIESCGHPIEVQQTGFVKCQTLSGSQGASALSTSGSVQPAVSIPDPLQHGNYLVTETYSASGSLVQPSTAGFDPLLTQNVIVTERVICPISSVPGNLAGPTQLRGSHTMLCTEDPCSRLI
# The depositor's hits bear a star; / = not tested or not shown; & = joins results of further samples.
SMILES,Wnt act,MOR-DOR ag,Keap1-Nrf2 PPI,Cardiac RTF inh,Arrestin-AP2 inh,V-ATPase pH,LANA DNA inh,MOR-DOR inv ag,cardiac RTF act,Pemphigus Ab inh
CC1OC2(C)OC(=N)C1(C#N)C(C#N)(C#N)C2c1ccccc1 (centres undefined),1,-0.4,23*,-14,-12,0,37,2,14,104
O=C(NCCC1=CCCCC1)c1cc2c(s1)CS(=O)(=O)C2,14,-0.8,3,-5,-10,-2,2.8,4,0,/
O=C(NCCc1c[nH]c2ccccc12)C(=O)NCC1OCCN1S(=O)(=O)c1ccc(F)cc1 (centres undefined),2,0.0,0,-3,2,4,-0.6,0,0,104
Cc1cccc(NC(=O)c2ccc(N3CCOCC3)c([N+](=O)[O-])c2)n1,17,-1.7,1,-3,10,0,-1.1,8,-2,101
Cc1ccc(CNC(=O)C(Cc2ccccc2)n2cccc2)cc1 (centres undefined),5,-0.1,0,-1,10,-1,-2.1,0,1,94
O=C1OC[C@H]2CCCN2C(=O)[C@@H](CC(=O)N(CCO)Cc2ccccc2)C/C=C\C[C@H]1Cc1ccc(F)cc1,-3,-2.8,-3,-7,-2,-2,-1.3,13,0,97
CC(=O)Nc1ccc(S(=O)(=O)NC2=NCN(CCOC(=O)c3ccccc3)CN2)cc1,/,-1.9,-3,3,18,5,1.5,9,3,95
O=C(CCNc1ccc(F)c(Cl)c1)c1ccco1,-1,1.8,-7,7,10,-3,-0.7,-10,-2,112
O=C(CSc1nnnn1-c1ccccc1)NC1CCCc2ccccc21 (centres undefined),-5,1.3,-1,2,-2,1,-1.0,-9,3,104
Cc1cc(F)ccc1S(=O)(=O)N1CCCOC1CNC(=O)C(=O)NCCN1CCOCC1 (centres undefined),-2,-1.2,-2,-9,-4,0,-1.1,6,-5,107
CCN(C(=O)COC(=O)c1ncc(Cl)c(Cl)c1Cl)c1c(N)n(Cc2ccccc2)c(=O)[nH]c1=O,0,0.2,-3,-7,21,5,1.5,-1,3,102
CC(OC(=O)CNC(=O)c1ccccc1F)C(=O)Nc1nc(-c2ccccc2)cs1 (centres undefined),/,1.6,-5,6,/,8,-0.7,-8,6,/
COc1ccc(CCNC(=O)COC(=O)Cc2cccc(F)c2)cc1,2,-0.5,-2,-2,-16,-2,-0.9,3,1,103
COc1cc(C(=O)NN(CCC#N)C2=NS(=O)(=O)c3ccccc32)cc(OC)c1OC,-1,-1.8,3,-7,-18,-2,0.7,10,-3,113
COc1ccc(-c2nn(C)c(=O)c3ccccc23)cc1NC(=O)COc1ccc(C)cc1,0&0,1.3,5,-1,14,-4,-2.8,-7,-6,111
CCOC(=O)c1cc(-c2ccc(/C=C3/C(=O)N(c4ccc(C(=O)O)cc4)N=C3C)o2)ccc1Cl,0,-1.0,-7,0,-1,-3,0.4,6,-1,63*
CCCOc1ccc(CN(C(=O)c2cccc(OC)c2)C2CCS(=O)(=O)C2)cc1 (centres undefined),-1,-2.8,-2,5,5,-3,0.8,14,0,100
COc1ccccc1OCc1nc(Cc2ccc(Cl)cc2)no1,/,-1.1,2,-4,5,1,-1.6,7,-4,/
COc1ccc(NC(=O)CSc2nc(-c3ccc(C)cc3)cc(C(F)(F)F)c2C#N)cc1,/,0.1,5,4,-5,0,1.3,-1,1,/
Cc1csc2nc(O)c(C(=O)NC3CCCCC3C)c(=O)n12 (centres undefined),1,11,0,10,5,0,1.5,-70,-22,108
O=C(OCCOCCN=C1NS(=O)(=O)c2ccccc21)c1ccccc1,-2,1.4,3,-2,-8,-1,-0.2,-12,-2,97
COCCNC(=O)Cc1ccc(Br)cc1,/,1.2,-2,1,10,0,3.5,-8,5,/
COc1ccc(C(=O)OCC(=O)c2c[nH]c3ccccc23)c(OC)c1,36*,1.3,-7,-1,7,1,0.9,-6,0,81
CCCC(C)C1c2c(c(C)c(C)oc2=O)Oc2c(C)c(C)oc(=O)c21 (centres undefined),4,1.3,3,0,15,-5,-3.3,-7,-7,100
COC(=O)CSc1nnc(CNc2ccc(OC)cc2)n1C,6,1.6,4,-12,22,-4,-1.3,-10,-1,98
SMILES,Wnt act,MOR-DOR ag,Keap1-Nrf2 PPI,Cardiac RTF inh,Arrestin-AP2 inh,V-ATPase pH,LANA DNA inh,MOR-DOR inv ag,cardiac RTF act,Pemphigus Ab inh
Cc1ccc(-c2csc3ncnc(NCCN4CCOCC4)c23)cc1,0,-0.5,2,-5,24,5,1.2,2,-11,/
Cc1cc(S(=O)(=O)N2CCCCC2CCNC(=O)C(=O)NC2CC2)ccc1F (centres undefined),-3,-3.0,2,11,-4,0,0.8,16,-10,109
CCCCn1c(-c2ccccc2C)nc2cc3[nH]c(=O)c(C(C)C)nc3cc21,-3,9.5,3,-12,19,0,1.1,-55,-3,106
Cc1cc(C)nc(SCC(=O)OCC(=O)N(C)c2c(N)n(Cc3ccccc3)c(=O)[nH]c2=O)n1,-2,-0.9,4,0,41,-4,-0.1,3,4,108
O=[N+]([O-])c1ccc(NC(=S)N2CCN(c3ccccc3)CC2)cc1,-20,-3.3,-1,-8,28,-4,-1.0,20,-8,96
Cc1ccccc1OCCC(=O)Nc1ccc(Cl)cc1F,10,-0.6,-1,2,13,2,0.8,3,1,108
COc1cccc(CNc2ncnc3cc(Cl)ccc23)c1,0,0.8,4,-6,-1,2,0.1,-4,9,95
O=C(CSc1ncn[nH]1)Nc1ccc(S(=O)(=O)Nc2ncccn2)cc1,-1,-0.9,-3,-19,-1,5,-2.3,5,9,97
C#Cc1ccc([C@H]2C=C(C(=O)N3CCN(Cc4ccccc4)CC3)O[C@@H](OCc3ccc(CO)cc3)C2)cc1,-7,-1.3,-7,-11,35,8,3.0,6,0,105
COc1ccccc1/C=C/C1=NC(=C\C=C/c2ccccc2)/C(=O)O1,-1,-0.4,-1,1,26,5,-3.6,2,2,102
O=C(Nc1ccc(N2CCN(C(=O)c3ccco3)CC2)cc1)c1cccs1,-4,-1.8,-3,-8,-21,5,-2.9,11,0,/
CC(=O)NCCC(=O)Nc1cc(S(=O)(=O)N2CCOCC2)ccc1N1CCCC1,3,-1.1,3,6,-3,0,-6.9,7,1,99
COc1ccc(-n2ccn(CC(=O)Nc3ccccc3OC)c(=O)c2=O)cc1,0,-2.0,-4,-7,-6,2,1.8,11,-1,/
Cc1cccc(/C=N/n2c(COc3ccccc3)n[nH]c2=S)c1,-3,4.0,-9,-9,-7,-7,-0.1,-21,2,93
OC(COc1ccc(Cl)cc1Cl)CN1CCc2ccccc2C1 (centres undefined),1,12,-2,-5,23,-3,0.0,-60,-4,103
Cc1cc(C)cc(N(C(=O)c2snc(C(N)=O)c2N)C(C(=O)NCC2CCCO2)c2cccs2)c1 (centres undefined),3,/,-3,/,9,-1,-1.2,/,/,104
Nc1ccc(C(=O)N/N=C/c2ccccc2)cc1,22,-2.4,-3,5,2,1,0.4,15,-2,/
Cc1ccc(NC(=O)c2cc(C)nc3ccccc23)c(C)c1,-1,-2.2,-2,1,4,-4,0.0,11,-2,119
CC1=C2C3OC(=O)C(C)[C@@H]3CC[C@](C)(O)C2C2C3C4C5(C12)[C@H]1OC(=O)[C@@H](C)C1CC[C@]4(C)O[C@]5(C)[C@@H]3O (some centres undefined),-2,-0.2,-7,8,-8,-1,0.3,1,-1,98

# Some of these compounds in order of formula weight, lowest first.
SMILES,Wnt act,MOR-DOR ag,Keap1-Nrf2 PPI,Cardiac RTF inh,Arrestin-AP2 inh,V-ATPase pH,LANA DNA inh,MOR-DOR inv ag,cardiac RTF act,Pemphigus Ab inh
Nc1ccc(C(=O)N/N=C/c2ccccc2)cc1,22,-2.4,-3,5,2,1,0.4,15,-2,/
Cc1ccccc1OCCC(=O)Nc1ccc(Cl)cc1F,10,-0.6,-1,2,13,2,0.8,3,1,108
Cc1cccc(NC(=O)c2ccc(N3CCOCC3)c([N+](=O)[O-])c2)n1,17,-1.7,1,-3,10,0,-1.1,8,-2,101
CCCC(C)C1c2c(c(C)c(C)oc2=O)Oc2c(C)c(C)oc(=O)c21 (centres undefined),4,1.3,3,0,15,-5,-3.3,-7,-7,100
OC(COc1ccc(Cl)cc1Cl)CN1CCc2ccccc2C1 (centres undefined),1,12,-2,-5,23,-3,0.0,-60,-4,103
COc1ccc(-n2ccn(CC(=O)Nc3ccccc3OC)c(=O)c2=O)cc1,0,-2.0,-4,-7,-6,2,1.8,11,-1,/
Cc1cc(S(=O)(=O)N2CCCCC2CCNC(=O)C(=O)NC2CC2)ccc1F (centres undefined),-3,-3.0,2,11,-4,0,0.8,16,-10,109
CC(=O)NCCC(=O)Nc1cc(S(=O)(=O)N2CCOCC2)ccc1N1CCCC1,3,-1.1,3,6,-3,0,-6.9,7,1,99
CC(OC(=O)CNC(=O)c1ccccc1F)C(=O)Nc1nc(-c2ccccc2)cs1 (centres undefined),/,1.6,-5,6,/,8,-0.7,-8,6,/
COc1ccc(-c2nn(C)c(=O)c3ccccc23)cc1NC(=O)COc1ccc(C)cc1,0&0,1.3,5,-1,14,-4,-2.8,-7,-6,111
Cc1cc(F)ccc1S(=O)(=O)N1CCCOC1CNC(=O)C(=O)NCCN1CCOCC1 (centres undefined),-2,-1.2,-2,-9,-4,0,-1.1,6,-5,107
CCOC(=O)c1cc(-c2ccc(/C=C3/C(=O)N(c4ccc(C(=O)O)cc4)N=C3C)o2)ccc1Cl,0,-1.0,-7,0,-1,-3,0.4,6,-1,63*
Cc1cc(C)cc(N(C(=O)c2snc(C(N)=O)c2N)C(C(=O)NCC2CCCO2)c2cccs2)c1 (centres undefined),3,/,-3,/,9,-1,-1.2,/,/,104
O=C1OC[C@H]2CCCN2C(=O)[C@@H](CC(=O)N(CCO)Cc2ccccc2)C/C=C\C[C@H]1Cc1ccc(F)cc1,-3,-2.8,-3,-7,-2,-2,-1.3,13,0,97

# Random draw from the library. About 3.1% of those tested had a hit in this group.
